# V1R ag counter: agonists of human V1a receptor, primary screen, counter-screen for OXTR agonist project, fluorescence, CHO-V1R cells; Fluo-8 calcium fluorescence, agonist mode; 0% DMSO, 100% 3 nM vasopressin; 0.25% of 320,000 active; activation, % at 3 µM;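 active = activation above the mean activation of all tested compounds plus 3 SD, per screening run, cut at about 20% in these data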;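 note: signal is peak over basal fluorescence ratio across a 100 second FLIPR read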
# Target sequence (P37288 whole entry, looked up): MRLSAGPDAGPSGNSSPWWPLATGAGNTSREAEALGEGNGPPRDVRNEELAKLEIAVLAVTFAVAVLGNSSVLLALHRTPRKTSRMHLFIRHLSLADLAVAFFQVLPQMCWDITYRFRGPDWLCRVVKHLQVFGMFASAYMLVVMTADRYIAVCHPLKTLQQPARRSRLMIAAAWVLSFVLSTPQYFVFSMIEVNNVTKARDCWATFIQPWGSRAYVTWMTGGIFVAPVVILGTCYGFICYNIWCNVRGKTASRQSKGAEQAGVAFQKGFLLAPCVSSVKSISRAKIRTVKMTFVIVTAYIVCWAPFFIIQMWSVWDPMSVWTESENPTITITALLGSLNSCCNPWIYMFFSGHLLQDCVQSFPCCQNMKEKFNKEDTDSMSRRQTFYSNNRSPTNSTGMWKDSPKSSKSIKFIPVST
# MEKK2mut PB1 HTS: MEK5 binding signal on mutant MEKK2 PB1, primary screen, biochemical, multiplex bead flow cytometry, Alexa488-MEK5. 0.35% of 290,000 active. Alexa488-MEK5 binding to MEKK2 mutant. percent response, % at 10 µM; in the data active = percent response above about 24%, passing the limit was not always enough; note: inactives centre near 1; some results filed as inactive read as strong as hits; reference of the scale not given here
# PHOSPHO1 inh: PubChem AID 1565. recombinant PHOSPHO1, absorbance phosphatase assay. inhibition, % at 13.3 µM. 1.1% of 290,000 active; in the data active = inhibition above about 60%
# Target sequence (Q8TCT1 whole entry, looked up): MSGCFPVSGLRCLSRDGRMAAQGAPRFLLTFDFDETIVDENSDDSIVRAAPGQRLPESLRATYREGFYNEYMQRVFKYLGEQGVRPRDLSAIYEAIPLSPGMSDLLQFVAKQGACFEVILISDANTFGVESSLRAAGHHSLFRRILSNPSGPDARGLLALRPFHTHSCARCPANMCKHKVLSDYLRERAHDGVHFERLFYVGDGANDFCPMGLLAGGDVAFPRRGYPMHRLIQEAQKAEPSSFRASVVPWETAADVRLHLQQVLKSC
# NALP1 yeast inh: NALP1 inflammasome inhibitors in reconstituted yeast, colorimetric, S. cerevisiae, triplicate retest; S. cerevisiae NALP1/ASC/caspase-1 growth, X-gal OD620, 72 h; inhibition, % at 10 µM; 0.61% of 280,000 active; AID 2071, 2009; in the data active = inhibition mostly above about 24%, no sharp cut-off; inactive = mostly below about 32%; note: some compounds called inactive have numbers as strong as hits
# OXTR ag: human OXTR agonists, primary screen, fluorescence, CHO-OTR cells, Fluo-8 calcium. Oxytocin receptor (Homo sapiens), P30559. Fluo-8 calcium fluorescence; normalized: DMSO 0%, oxytocin 100%. activation, % at 3 µM. 0.32% of 320,000 active. AID 2435, 2010;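 active = activation above the mean of all tested compounds plus 3 SD, cutoff set per screening run, cut at about 20% in these data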;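 note: peak over basal fluorescence ratio from a 100 s FLIPR kinetic read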
# GPR7 antag: GPR7 receptor antagonists, primary screen, cell-based, fluorescence, single concentration; GPR7-expressing cells, fluorescence antagonist assay; Neuropeptides B/W receptor type 1 (Homo sapiens), P48145; 1.1% of 290,000 active; inhibition, % at 4.4 µM; in the data active = inhibition above about 16%, passing the limit was not always enough;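 note: cells stimulated with the agonist NPW; 0% = agonist with vehicle and 100% = vehicle without agonist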
# MEKK3 PB1 HTS: modulators of MEKK3-MEK5 PB1 binding, primary screen, biochemical, wildtype MEKK3, multiplex bead flow cytometry, Alexa488-MEK5 | 1.4% of 290,000 active | Mitogen-activated protein kinase kinase kinase 3 (Homo sapiens), Q99759 | bead-based flow cytometry, Alexa488-MEK5 binding to MEKK3; actives lie on both sides; 0 = blocked by unlabeled MEK5, 100 = vehicle | binding response (% of control), % at 10 µM | AID 1529, 2009;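 active = binding response more than 3 SD above or below the average of its plate-row segment, actives on both sides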;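 note: Alexa488 bead fluorescence after subtracting the streptavidin-only scavenger bead signal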
# GalR3 antag: GalR3 antagonists in HEK293 cells, primary screen, cell-based, fluorescence readout; HEK293 GalR3-CNG cAMP membrane potential fluorescence; galR3 body fused to GalR1 C-terminus; inhibition, % at 3 µM; AID 651719, 2012; 0.44% of 360,000 active;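 active = inhibition above the screen-wide average plus 3 SD, cut at about 13% in these data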;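 note: forskolin and galanin both at EC90 stimulate the cells; cAMP rise reported by CNG channel membrane potential dye signal; 0% = forskolin plus galanin with DMSO and 100% = forskolin alone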
# Target sequence (O60755 1-299 limits assumed): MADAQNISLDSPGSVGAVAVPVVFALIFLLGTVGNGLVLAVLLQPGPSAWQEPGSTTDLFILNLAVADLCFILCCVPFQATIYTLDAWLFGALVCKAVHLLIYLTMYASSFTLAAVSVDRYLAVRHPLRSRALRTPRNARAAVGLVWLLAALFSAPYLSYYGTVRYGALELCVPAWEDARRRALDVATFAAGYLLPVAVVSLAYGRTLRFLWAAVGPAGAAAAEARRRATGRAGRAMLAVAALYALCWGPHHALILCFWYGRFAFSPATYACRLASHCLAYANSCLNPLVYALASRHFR
# MEKK2wt PB1 HTS: modulators of MEK5 binding to wildtype MEKK2, primary screen, biochemical, multiplex bead flow cytometry, Alexa488-MEK5. 1.1% of 290,000 active. Alexa488-MEK5 binding to MEKK2 WT; actives lie on both sides. binding response (% of control), % at 10 µM. AID 1531, 2009; in the data active = binding response below about 67% or above about 130%
# Active calls of the source: *; . = not tested or not shown.
SMILES,V1R ag counter,MEKK2mut PB1 HTS,PHOSPHO1 inh,NALP1 yeast inh,OXTR ag,GPR7 antag,MEKK3 PB1 HTS,GalR3 antag,MEKK2wt PB1 HTS
CCCCCCCCCCNC(=O)C(=O)Nc1ccccn1,1.9,1,-16,5,1.2,4,101,.,101
COc1ccc(NC2CCCN(C(=O)c3ccc(C)nc3)C2)cc1 (configuration not stated),-0.5,-3,21,-8,0.7,-15,103,-2,100
COc1ccc2nc(Nc3nc4ccc(NC(C)=O)cc4s3)sc2c1,-0.1,-4,-10,16,-1.1,-2,96,-4,97
Cc1ccc(-n2nc3c(=O)n(CC(=O)NCc4ccccc4)nc(C)c3c2C)cc1,0.2,1,22,6,-0.1,-7,102,0,98
Cc1ccc(NC(=O)CSc2nnc(CNC(=O)c3c(F)cccc3Cl)o2)cc1,-0.2,1,24,0,-0.6,-10,99,0,94
COc1ccc(CCOC(=O)c2cccc(NC(C)=O)c2)cc1,3.0,1,29,-2,0.7,11,104,2,106
NC1=NC(=O)CC(C(=O)Nc2cccc3ccccc23)S1 (configuration not stated),1.5,-1,12,4,-1.5,-12,109,.,105
Cc1ccc(Nc2nnc(SC/C(O)=C(\C#N)c3nc4ccccc4[nH]3)s2)c(C)c1,-0.3,-2,-20,19,-2.5,9,92,2,96
Cc1ccc(NC(=S)NC(=O)c2ccc(F)cc2)cc1S(=O)(=O)Nc1cccc(Cl)c1,0.8,1,26,28,0.8,12,107,-6,96
COc1ccc(NS(=O)(=O)c2ccc(N3CCCC3)c(N)c2)cc1,9.1,-2,32,6,9.3,0,101,-12,103
CCOC(=O)c1cnc(-n2[nH]c(C)c(Cc3ccccc3)c2=O)[nH]c1=O,1.1,-8,46,4,0.3,17*,98,6,94
CCCOc1ccc(-c2nnn(CC(=O)OCC)n2)cc1,-0.4,-1,8,-1,-0.7,8,98,-5,96
CN(C)CCN1C(=O)C(=O)/C(=C(/O)c2ccccc2)C1c1ccccc1F (configuration not stated),0.5,-2,-9,-14,1.2,-8,96,-1,99
COc1cc(-c2cc(C(F)(F)F)n3ncc(C(=O)O)c3n2)cc(OC)c1OC,0.6,-19,23,14,0.3,4,79,2,90
Cn1c(=O)c(C(=O)NCCO)c(O)c2ccccc21,-0.1,12,6,-14,-0.3,-12,112,-4,112
COc1ccc(N2CCN(/C(=N\S(=O)(=O)c3ccccc3)Nc3nc(C)cc(C)n3)CC2)cc1,0.1,1,-4,20,0.8,-12,102,-2,103
COc1ccc(CN(C)C(=O)c2ccc3ccccc3n2)cc1F,1.6,1,0,-8,1.9,-22,105,6,102
N#CCC(=O)Nc1ccc(C(=O)OCC(=O)Nc2cccc(C(F)(F)F)c2)cc1,0.7,3,-4,-5,1.7,-1,103,-3,102
Cc1cccc(-n2ncc3c2CCCC3NC(=O)CCc2ccncc2)c1C (configuration not stated),9.9,-16,29,25,11,5,87,-6,92
Cc1ccccc1N=C/C=C1\N(C)c2ccccc2C1(C)C,1.0,-2,35,50,-0.2,2,94,-6,75
CC(C)CNC(=S)N(Cc1ccco1)Cc1cc2cc3c(cc2[nH]c1=O)OCCO3,-0.5,-1,-30,16,-1.2,6,97,-1,100
CCN(CC)CCN(C(=O)c1ccc(S(=O)(=O)N2CCOCC2)cc1)c1nc2cc3c(cc2s1)OCCO3,0.4,11,41,7,0.9,-11,99,-4,115
COc1ccc(OCC(=O)Nc2c3c(nn2-c2ccc(OC)cc2)CS(=O)(=O)C3)cc1,0.0,5,24,8,-1.1,-15,97,-4,103
C/C(N)=C(/C#N)C(=O)COC(=O)c1cc(-c2cccc(Br)c2)nc2ccccc12,0.5,-1,-2,25,-0.7,8,88,2,101
COc1cc(/C=N/NC(=O)C(Cc2c[nH]c3ccccc23)NC(=O)OCc2ccccc2)cc([N+](=O)[O-])c1O (configuration not stated),0.0,0,-4,-16,-0.8,-1,96,1,100
CCCCCCCCCC[n+]1cccc(C(=O)N(CC)CC)c1,0.6,0,10,14,-1.2,-2,100,-1,101
COCCn1nnnc1C(c1cc2cc(OC)c(OC)cc2[nH]c1=O)N1CCN(c2ccc(O)cc2)CC1 (configuration not stated),-0.3,-1,-3,2,0.2,-2,94,-7,95
CCn1c(=O)c(C(=O)NNC(=O)c2ccccc2F)c(O)c2ccccc21,52*,1,17,-19,28*,2,100,-2,98
CCCC(=O)Nc1ccccc1N1CCN(C(=O)c2ccccc2)CC1,1.1,0,-4,-3,-2.1,3,101,-4,104
C[n+]1cccc(/C=N/Nc2nc(Cl)c(C#N)c(Cl)c2Cl)c1,7.4,4,16,-11,4.2,-11,99,-1,103

# A section of the results above, as a working copy:
SMILES,V1R ag counter,MEKK2mut PB1 HTS,PHOSPHO1 inh,NALP1 yeast inh,OXTR ag,GPR7 antag,MEKK3 PB1 HTS,GalR3 antag,MEKK2wt PB1 HTS
COCCn1nnnc1C(c1cc2cc(OC)c(OC)cc2[nH]c1=O)N1CCN(c2ccc(O)cc2)CC1 (configuration not stated),-0.3,-1,-3,2,0.2,-2,94,-7,95
CCn1c(=O)c(C(=O)NNC(=O)c2ccccc2F)c(O)c2ccccc21,52*,1,17,-19,28*,2,100,-2,98
CCCC(=O)Nc1ccccc1N1CCN(C(=O)c2ccccc2)CC1,1.1,0,-4,-3,-2.1,3,101,-4,104
C[n+]1cccc(/C=N/Nc2nc(Cl)c(C#N)c(Cl)c2Cl)c1,7.4,4,16,-11,4.2,-11,99,-1,103

# Continued.
SMILES,V1R ag counter,MEKK2mut PB1 HTS,PHOSPHO1 inh,NALP1 yeast inh,OXTR ag,GPR7 antag,MEKK3 PB1 HTS,GalR3 antag,MEKK2wt PB1 HTS
Oc1oc(-c2ccco2)nc1C=Nc1ccccc1,0.4,4,-3,6,-1.2,-8,111,-2,100
Nn1c(SCC(=O)NC2CCCCC2)nnc1-c1ccc(Cl)cc1,-0.4,-8,3,7,-1.8,3,97,-1,91
CCCOC(=O)c1c(N)sc2c1CCC2,1.3,0,27,11,-1.7,2,103,-6,99
CC(=O)Nc1nc(=S)n(-c2ccccc2)[nH]1,0.2,0,96*,14,1.9,7,104,-5,98
Oc1cccc(C=NCc2ccccc2)c1O,0.5,3,7,-5,1.2,-3,102,-2,100
COc1cc(C(=O)NCCc2cn3ccc(C)cc3n2)cc(OC)c1OC,0.2,11,26,.,1.3,-8,103,.,107
Cc1nc(C)c(C(=O)C2=C(O)C(=O)N(CCN3CCOCC3)C2c2cccnc2)s1 (configuration not stated),0.9,-1,21,16,1.2,0,94,1,99
CCOC(=O)CN1C(=O)/C(=C2\SC(=S)N(NC(=O)c3cccnc3)C2=O)c2ccccc21,0.6,5,34,6,-0.8,-17,105,-11,106
CCN(CC)C(=O)CCC(=O)Nc1ccc(C(=O)OC)cc1,0.1,13,-7,26,0.4,-8,107,-4,109
Fc1cccc(Cl)c1CN1CCN(c2nc3ccccc3s2)CC1,.,1,.,7,.,-17,99,-9,98
CCCS(=O)(=O)N1CCN(C(=O)COc2ccc(OC)cc2)CC1,-0.4,5,17,-8,0.3,-4,111,-1,113
CN(C)c1ccc(C=Nc2ccccc2C(N)=O)cc1,0.0,.,17,5,-0.1,0,.,-5,.
O=C(COC(=O)CCc1nc2ccccc2c(=O)[nH]1)NC(=O)NC1CCCC1,1.8,-2,4,26,-1.9,2,97,-1,96
CC(OC(=O)C1CCCCC1)C(=O)Nc1cccc(Cl)c1 (configuration not stated),-1.4,-2,-6,-4,-2.5,20,93,-6,94
CCOc1ccc(CN(C)CC(=O)Nc2cccc(S(=O)(=O)N(C)c3ccccc3)c2)cc1,0.5,1,-28,-14,-2.0,-4,106,3,113
CC(C)NC(=O)CNc1ccc(C(F)(F)F)cc1[N+](=O)[O-],0.0,4,13,-2,-0.7,-11,104,-5,104
COc1ccccc1OCC(=O)OCn1c(SC)nnc(C)c1=O,-0.2,-1,1,7,1.0,-2,99,4,99
O=C(COC(=O)C12CC3CC(CC(O)(C3)C1)C2)NC(=O)NCc1ccco1,0.2,9,-2,-4,0.1,-6,109,-5,106
CC1CCCCN1CCNC(=O)C1CCCN(S(=O)(=O)c2cccc3nsnc23)C1 (configuration not stated),-0.2,-2,32,27,0.7,-11,99,2,99
Cc1ccccc1NC(=O)OCc1cccnc1Sc1ccc(Cl)cc1,1.2,1,18,10,-1.2,-1,104,-6,100

# The list goes on (2 carried over from the part before).
SMILES,V1R ag counter,MEKK2mut PB1 HTS,PHOSPHO1 inh,NALP1 yeast inh,OXTR ag,GPR7 antag,MEKK3 PB1 HTS,GalR3 antag,MEKK2wt PB1 HTS
CC1CCCCN1CCNC(=O)C1CCCN(S(=O)(=O)c2cccc3nsnc23)C1 (configuration not stated),-0.2,-2,32,27,0.7,-11,99,2,99
Cc1ccccc1NC(=O)OCc1cccnc1Sc1ccc(Cl)cc1,1.2,1,18,10,-1.2,-1,104,-6,100
COc1cccc(NC(=S)Nc2cccc3ccccc23)c1,-1.0,8,-10,16,-1.4,-13,106,-5,109
Cc1cc(NC(=O)/C(C#N)=C/c2ccc(-c3ccc(SC(F)F)cc3)o2)n(-c2ccccc2)n1,0.3,0,-6,23,-0.8,-9,107,-6,101
Cc1c(O)cc2c(c1O)C(=O)CC(c1ccc(O)cc1)O2 (configuration not stated),1.8,-9,40,-5,3.6,-10,99,0,86
O=C1C2CCC(C(O)C2)N1Cc1ccccc1 (configuration not stated),-0.4,4,5,3,-0.4,-4,115,-3,110
CCOC(=O)C1C(=O)CC(C)(O)C(C(=O)OCC)C1c1ccc([N+](=O)[O-])cc1 (configuration not stated),-1.4,3,8,.,0.2,4,100,-7,103
CCN1CCc2c(sc(NC(=O)CN3C(=O)c4ccccc4C3=O)c2C(N)=O)C1,-0.1,9,16,18,0.0,0,108,-3,117
CCN(CCN(C)C)C(=O)C1CCN(S(=O)(=O)c2c(C)noc2/C=C/c2ccccc2F)CC1,1.8,11,7,10,3.5,13,102,-5,117
Cc1ccc(NC(=O)c2ccc([N+](=O)[O-])o2)c(C)c1,0.0,1,46,6,-0.9,-14,103,-3,103
O=C(O)CCC(NC(=O)c1cncc(O)c1)C(=O)O (configuration not stated),0.1,-1,23,3,0.0,-8,100,-5,97
Cc1cc2c(C)nc(-c3ccccc3)nc2o1,-0.3,1,-10,28,-0.6,13,100,-4,103
CC1(C)OC(=O)CC1C(=O)NCc1ccccc1 (configuration not stated),0.1,4,-18,14,-0.3,-6,102,-3,106
O=C(COc1ccc(Cl)cc1)NCCNC(=O)c1ccccn1,0.9,3,13,0,1.8,-18,100,-7,99
Cc1ccccc1C(=O)Oc1cccc2c(O)cccc12,-0.5,4,34,27,-0.4,-18,105,-7,101
Fc1ccccc1N1CCN(C2CCN(Cc3c[nH]c4ccccc34)CC2)CC1,5.6,4,-9,5,12,.,99,-3,109
Cc1[nH]n(-c2ccccc2)c(=O)c1Sc1ccc(Cl)cc1,0.7,2,26,-3,0.7,11,106,-4,106
O=C(COC(=O)c1cccnc1Cl)NCc1ccc2c(c1)OCO2,0.5,2,-4,7,0.1,3,107,-2,105
CCC1CC(/C(C)=N/NC(N)=O)OC1=O (configuration not stated),0.3,-1,4,-11,-0.3,-8,98,-4,95
CCCCCCCCCCOC(=O)C[N+](C)(C)C/C=C(/C)Cl,2.6,1,-9,44,0.0,9,102,-1,117
COc1cccc(CNn2cnnc2)c1OCc1ccccc1F,-0.3,9,-4,11,0.2,-1,99,-7,102
COc1cccc(OC)c1C(=O)NC(=S)N1CCCCC1c1cccnc1 (configuration not stated),0.3,-2,29,16,0.2,6,100,3,102

# Bioassay records (PubChem BioAssay)
